LYP inhibition: PTPN22 lymphoid phosphatase activity blockers – biochemical, fluorescence intensity, uHTS (AID 1779). recombinant LYP phosphatase, fluorescence intensity; higher % means a stronger effect. inhibition, % at 11.5 µM; hits with a dose series show IC50 in µM. 290,000 tested, 0.054% active;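 further: plate controls were vehicle with enzyme for no effect and no enzyme for full effect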
Dynein cargo inh: blocks dynein driven cargo transport along microtubules; 3617.4 mouse cells, GR-EGFP nuclear translocation imaging; test concentration mostly 20 µM; stimulated with dexamethasone, 1 µM; hits give low values; z-score, hits read low; 220,000 tested, 0.47% active;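 active means plate z-score of nuclear minus cytoplasmic receptor signal below a set negative limit, without overly bright fluorescence or cell loss, cut at about -3.5 in these data, passing the limit was not always enough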;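 further: z-score of nuclear minus cytoplasmic ring GR-EGFP intensity difference per well; some compounds called inactive have numbers as strong as hits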
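Buffer or medium – tet-free medium with charcoal-stripped serum · Signal – automated 10x imaging of fixed Hoechst-stained cells · Also added – dexamethasone agonist, 1.0 µM final, for 30 min · Incubation – induction 48 h, compound 1 h, agonist 30 min · Read-out – GR-EGFP nuclear translocation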
AID2073: disruptors of CaV2.2 binding to Mint1 – biochemical, HTRF (AID 2073); HTRF protein-protein interaction, Mint1-CaV2.2; higher % means a stronger effect; inhibition, % at 20 µM, or IC50 in µM where a hit was titrated; 290,000 tested, 0.19% active; in the data active means inhibition mostly above about 51%, no sharp cut-off; inconclusive means no clear call, values can overlap the other calls; inactive means mostly below about 53%; further: some results filed as inactive read as strong as hits
XIAP antagonists: small molecules displacing peptide from XIAP – biochemical, IAP family, fluorescence polarization (AID 1018) | displacement, % at 20 µM; hits with a dose series show IC50 in µM | XIAP BIR domain, fluorescence polarization peptide displacement; higher % means a stronger effect | 200,000 tested, 0.007% active; in the data active means displacement above about 50%; further: a part of the inactive calls stands beside numbers as strong as those of hits
PMI inhibition: human PMI inhibitors, high substrate, primary screen, biochemical, fluorescence intensity, high mannose 6-phosphate (AID 1220) | one-dose inhibition, % at 20 µM; IC50 in µM for titrated hits | recombinant PMI enzyme, coupled fluorescence intensity; higher % means a stronger effect | 190,000 tested, 0.66% active
P. falciparum M17LAP: P. falciparum M17LAP inhibitors, primary screen, biochemical, fluorogenic H-Leu-NHMec substrate, 1536-well (AID 1619) | recombinant M17LAP, H-Leu-NHMec fluorogenic kinetic assay; higher % means a stronger effect | inhibition, % at 30 µM, or IC50 in µM where a hit was titrated | 220,000 tested, 0.38% active;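 active means compound inhibiting the enzyme by more than half at any dose during confirmatory dose-response retesting; inconclusive means strong single-dose inhibitors picked by rank but not retested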;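 further: plate controls were full reaction with DMSO carrier for no effect and no enzyme background for full effect; strong numbers were not always called active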
Siah-1 displacement: Siah-1 peptide-binding antagonists, primary screen, biochemical, fluorescence polarization, rhodamine-plectin, uHTS (AID 1817). one-dose displacement, % at 20 µM; IC50 in µM for titrated hits. 290,000 tested, 0.02% active. Siah-1 / rhodamine-plectin peptide fluorescence polarization; higher % means a stronger effect;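 active means displacement of at least 50% at 20 µM, with a fluorescence ratio check between 0.3 and a set limit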;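 further: plate controls were Siah plus tracer with DMSO for no effect and tracer alone without Siah for full effect; strong numbers were not always called active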
M1AAP inhibition: P. falciparum M1AAP inhibitors, biochemical, fluorogenic H-Leu-NHMec substrate, 1536-well (AID 1445) | 220,000 tested, 0.42% active | one-dose inhibition, % at 30 µM; IC50 in µM for titrated hits | recombinant M1AAP, H-Leu-NHMec fluorogenic kinetic assay; higher % means a stronger effect;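 active means primary inhibition above the hit cutoff, then over 50% inhibition at one or more dose response concentrations, cut at about 23% in these data, passing the limit was not always enough; inconclusive means conflicting primary data, or primary hits not chosen for dose response; inactive means low primary inhibition, or under 50% at every dose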;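 further: plate controls were DMSO full reaction for no effect and no enzyme background for full effect; strong numbers were not always called active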
human PMI inhibition: inhibitors of human PMI, primary screen, biochemical, fluorescence intensity, coupled assay (AID 1209); purified PMI enzyme, coupled fluorescence intensity; higher % means a stronger effect; one-dose inhibition, % at 20 µM; IC50 in µM for titrated hits; 190,000 tested, 0.42% active;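 further: plate controls were DMSO vehicle for no effect and wells lacking substrate for full effect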
Dynein cargo inh cytoplasmic EGFP: second read-out of Dynein cargo inh, no call of its own (marks repeat the call); z-score; measured here: cytoplasmic GR-EGFP intensity; hits give high values
Dynein cargo inh nuclear GR-EGFP: also measured in Dynein cargo inh; calls as there; z-score; measured here: nuclear GR-EGFP intensity;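 lower value marks the stronger effect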
Dynein cargo inh cell count: second read-out of Dynein cargo inh, no call of its own (marks repeat the call); z-score; measured here: cell count per field
* marks the source's active call; other numbers are inactive results; ? = inconclusive; . = not tested or not shown. Unless noted, no stated cut-off is given here; in the data, active means inhibition above about 50%; inactive means the rest.

Dynein cargo inh | Siah-1 displacement | PMI inhibition | P. falciparum M17LAP | LYP inhibition | Dynein cargo inh cytoplasmic EGFP | XIAP antagonists | human PMI inhibition | AID2073 | Dynein cargo inh cell count | Dynein cargo inh nuclear GR-EGFP | M1AAP inhibition | SMILES
2 | -3% | . | -3% | -10% | -0.24 | . | . | -9% | -1.2 | 1.6 | -3% | COc1ccccc1-n1cc(C(=O)NCC(=O)N2CCN(c3ccccn3)CC2)c2ccccc2c1=O
0.76 | 2% | . | 6% | -4% | -0.19 | -2.0% | . | -3% | -1 | 0.7 | 7% | COc1cccc(C(C)N(C)Cc2nc(-c3ccoc3)oc2C)c1 (stereo unspecified)
0.59 | -5% | 2% | 34% | 3% | -0.29 | -14% | 0% | -4% | -1.1 | 1.1 | -1% | O=C(NCc1cccnc1)Nc1ccc2c(c1)OCO2
-0.21 | 0% | . | 4% | 4% | 0.36 | . | . | 5% | -0.45 | -0.029 | 3% | N#Cc1ccc(Oc2ccc(C(F)(F)F)cc2NC(=O)c2ccc(F)cc2)cc1
0.32 | 1% | 0% | 2% | 10% | -0.0087 | -26% | 10% | -2% | -0.51 | 0.35 | 0% | CCN(CC)S(=O)(=O)c1ccc2c(c1)nc(CCC(=O)OCC(=O)Nc1cc(Cl)cc(Cl)c1)n2C
-0.23 | 0% | 3% | -6% | 0% | -0.25 | -0.6% | 11% | -2% | 0.44 | -0.17 | 3% | COc1ccc(S(=O)(=O)N(C)CC(=O)N2CCOCC2)cc1
0.13 | 2% | -6% | 14% | -3% | -0.17 | -1.2% | -10% | -4% | -0.91 | 1.1 | 8% | CN(C)c1ccc(C2(O)C(=O)c3ccccc3C2=O)cc1
0.015 | 1% | -10% | 5% | -1% | -0.0021 | -4.4% | -3% | 13% | 0.66 | 0.16 | 5% | CS(=O)(=O)N1CCc2cc(-c3csc(NC(=O)C(c4ccccc4)c4ccccc4)n3)ccc21
0.092 | 8% | 7% | -6% | 0% | -0.049 | -1.6% | 6% | 5% | 0.033 | 0.2 | -4% | O=C(/C=C/c1ccc(Cl)cc1Cl)c1ccc[nH]1
-0.83 | -3% | 9% | 0% | -4% | -0.22 | -2.5% | 15% | 0% | -0.48 | -0.7 | -4% | CCOc1cc(C)c(Cl)cc1S(=O)(=O)n1cnc2ccccc21
-0.88 | 1% | 6% | 5% | 2% | 0.14 | -6.2% | 2% | 0% | 0.86 | -0.36 | 1% | Nc1nnc(SC2CCCC2)s1
-0.23 | 1% | 3% | -1% | -8% | -0.29 | -14% | 0% | -10% | 0.78 | 0.062 | 4% | COc1ccc(NS(=O)(=O)c2ccc(NC(=O)c3ccccc3)cc2)nn1
-0.24 | -2% | 16% | -2% | -7% | -0.26 | -14% | 12% | -6% | 0.37 | 0.35 | 3% | Cc1cc(CNC(=O)[C@H](C)[C@@H]2C[C@@]2(C)[C@@H](NC(=O)OCc2ccccc2)c2ccccc2)nn1C
-1.2 | 2% | -12% | 10% | -8% | -0.28 | -1.5% | -2% | 0% | 0.42 | -1.3 | 4% | O=C(CN1CCOCC1)Nc1ccc(Oc2ccc(NC(=O)CN3CCOCC3)cc2)cc1
-0.2 | 3% | 6% | -15% | -11% | -0.2 | -0.6% | 4% | -4% | -0.11 | -0.68 | -3% | COc1ccc(C(=O)n2nc(-c3ccccc3)nc2SC)cc1
0.097 | 0% | 6% | 5% | -4% | -0.12 | -3.7% | 4% | -2% | 0.19 | 0.35 | 2% | Nc1nc(CN2CCCCC2)cs1
-0.0076 | 12% | 2% | 1% | -6% | -0.26 | -0.2% | -1% | 1% | 0.32 | -0.2 | -2% | Cc1ccc(S(=O)(=O)Nc2ccc(C(=O)Nc3ccncc3)cc2)cc1
3.2 | 2% | -10% | 3% | 7% | 0.03 | -1.2% | -10% | 6% | -2.1 | 2.7 | 1% | CC(C)NC(=O)COC(=O)c1ccc(O)cc1
-0.61 | 0% | -4% | 20% | 2% | -0.27 | -0.1% | 1% | 0% | 0.53 | -0.56 | 2% | Cc1cc(C)n(CC(O)COc2ccccc2C)n1 (stereo unspecified)
0.082 | 5% | 18% | 1% | -2% | -0.4 | -2.5% | 14% | 18% | 1 | -0.064 | 8% | COc1ccc2[nH]c(=O)c(CN(c3ccc(C)c(C)c3)S(C)(=O)=O)cc2c1
-0.39 | 9% | -25% | 23% | -4% | -0.31 | -1.9% | 4% | 33% | 0.71 | -0.57 | 12% | COC(=O)CC1=NN(c2ccc(OC)cc2)C(=O)/C1=C\c1ccc(Cl)cc1
-0.59 | -1% | 20% | 22% | -9% | -0.31 | 2.8% | 17% | 8% | 0.13 | -0.12 | 11% | CCOC(=O)c1cnc(-n2nc(C)cc2C)nc1NC
-0.77 | 5% | 12% | -1% | -9% | -0.16 | -2.0% | 12% | -4% | 0.47 | -0.15 | -4% | CCN=C1SC(CC(=O)NCCc2ccc(OC)c(OC)c2)C(=O)N1CC (stereo unspecified)
-0.68 | -3% | -6% | -7% | -10% | -0.2 | -3.3% | -3% | 1% | -0.057 | -0.2 | -3% | CNC(=O)c1c(Cl)cnn1-c1ccccc1
-0.57 | -3% | 1% | 10% | -6% | -0.13 | -11% | -6% | -8% | 0.26 | -0.23 | 9% | O=C(Nc1ccccc1N1CCCC1)c1ccc([N+](=O)[O-])cc1Cl
1 | 19% | 4% | 2% | 4% | -0.18 | -6.2% | -14% | 33% | -1 | 1.7 | 7% | CC1(C)C(=O)Nc2ccccc2N1C(=O)COC(=O)c1cc(S(=O)(=O)N2CCOCC2)ccc1F
0.34 | -2% | 6% | 7% | 1% | -0.24 | -8.8% | 10% | -9% | 0.083 | -0.45 | 7% | Cn1nnc2cc(NC(=O)NCc3ccc4c(c3)OCO4)ccc21
-0.6 | 0% | -6% | -17% | -7% | -0.25 | -4.7% | -6% | 12% | 1 | 0.21 | 0% | COC(=O)c1ccc2c(=O)n(CCCCCC(=O)O)c(=O)[nH]c2c1
0.17 | 8% | 9% | -4% | -4% | 0.42 | -2.3% | 5% | -2% | 0.58 | 0.015 | 13% | CC1=CCC2C(=O)N(CCc3c[nH]c4ccccc34)C(=O)C2C1 (stereo unspecified)
-3.6* | -4% | -29% | -3% | -2% | 0.92* | -1.2% | 12% | 5% | 0.28* | -1.8* | -7% | O=C(CC1Sc2ncnn2C1=O)Nc1ccc(Cl)cc1 (stereo unspecified)
-1 | 0% | 0% | -10% | -10% | -0.22 | -2.4% | 1% | 20% | 2 | -0.34 | -1% | O=C(c1ccco1)N1CCN(S(=O)(=O)c2ccc3c(c2)OCCO3)CC1
-0.56 | -3% | 3% | 8% | -10% | -0.27 | -7.7% | 6% | 6% | 1.3 | -0.26 | 2% | O=C(Cc1c[nH]c2ccccc12)NCc1cccs1

Continued (two carried over from the part before).
Dynein cargo inh | Siah-1 displacement | PMI inhibition | P. falciparum M17LAP | LYP inhibition | Dynein cargo inh cytoplasmic EGFP | XIAP antagonists | human PMI inhibition | AID2073 | Dynein cargo inh cell count | Dynein cargo inh nuclear GR-EGFP | M1AAP inhibition | SMILES
-1 | 0% | 0% | -10% | -10% | -0.22 | -2.4% | 1% | 20% | 2 | -0.34 | -1% | O=C(c1ccco1)N1CCN(S(=O)(=O)c2ccc3c(c2)OCCO3)CC1
-0.56 | -3% | 3% | 8% | -10% | -0.27 | -7.7% | 6% | 6% | 1.3 | -0.26 | 2% | O=C(Cc1c[nH]c2ccccc12)NCc1cccs1
0.48 | 11% | . | -6% | -6% | -0.23 | . | . | 20% | -0.62 | 0.69 | 16% | O=C(CSc1nc(-c2ccccc2)nc2ccc(F)cc12)Nc1cccc(C(=O)O)c1
-0.06 | 0% | . | 10% | 0% | -0.15 | . | . | -1% | -0.32 | -0.034 | 6% | Cc1ccc(Sc2c([N+](=O)[O-])c(C)nn2C)cc1
-0.61 | -2% | -8% | -1% | -1% | -0.3 | -4.2% | -1% | -1% | 1.1 | -0.18 | 6% | Cc1cc(C)nc(N2CCC(C(=O)NCc3ccccc3F)CC2)n1
1.1 | 5% | 1% | 9% | -1% | -0.33 | -4.0% | 7% | ? | 0.65 | 0.87 | -5% | COc1ccc(-n2nnnc2SCC(=O)Nc2ccccc2N2CCOCC2)cc1OC
-0.94 | 2% | -3% | 5% | -8% | -0.16 | -1.0% | 6% | -8% | 0.53 | -0.094 | 2% | O=C(NCCN1Cc2ccccc2C1=O)c1cccs1
1.8 | -3% | -2% | 4% | -5% | -0.14 | -3.6% | 2% | -36% | -2 | 1.5 | 1% | CSc1nc2c(c(=O)[nH]c(=O)n2C)n1C/C=C(\C)Cl
-0.99 | -2% | -14% | 2% | -9% | -0.25 | -11% | 7% | 33% | 0.67 | 0.057 | 5% | CC1(C)Cc2c(c(N3CCOCC3)nc3sc4c(NCc5ccccc5)nnnc4c23)CS1
-0.28 | 4% | . | 19% | 1% | -0.22 | . | . | 5% | -0.41 | -0.16 | 9% | CC(/C=C/c1ccc2c(c1)OCO2)=N\NC(=O)C(O)c1ccccc1 (stereo unspecified)
0.39 | -2% | -3% | -1% | -9% | -0.23 | 0.9% | -4% | 21% | -0.41 | 0.38 | -7% | C=CCN1CC2CC3(COc4cc(C)cc(C)c4)C=CC2(O3)C1=O (stereo unspecified)
2.4 | -4% | -2% | -3% | -11% | -0.14 | -2.7% | 0% | -6% | -1.5 | 1.2 | 20% | CCOC(=O)c1nc(N)sc1C(=O)OCC
0.19 | 3% | 16% | -7% | 1% | -0.2 | 1.4% | 19% | ? | -1.3 | -0.57 | 0% | O=C(Nc1cccc(C(F)(F)F)c1)N(Cc1ccc(Cl)cc1)CC(O)C(F)(F)F (stereo unspecified)
-0.31 | 0% | -8% | -18% | -5% | -0.19 | -6.5% | -4% | 10% | 0.26 | -0.25 | -2% | Cc1nnsc1Sc1ccccn1
0.78 | 1% | 0% | 3% | 3% | -0.3 | -0.9% | -1% | -1% | -0.42 | 0.42 | -1% | Cc1cc(C)c2c(CC(=O)NCCc3ccccc3)coc2c1
2.9 | -12% | -9% | 18% | -4% | -0.1 | -2.9% | -14% | 3% | -2 | 1.5 | 1% | CS(=O)(=O)N1CCc2cc(-c3csc(NC(=O)Cc4ccccc4)n3)ccc21
1.1 | 7% | -2% | 0% | -5% | -0.031 | -5.1% | 2% | 4% | -1.4 | 1.4 | 7% | CCN(CC)C(=O)CSc1nc(-c2ccccc2)ccc1C#N
-0.48 | -1% | 8% | 0% | -6% | -0.018 | -7.0% | 5% | -7% | 0.13 | 0.064 | -1% | Cc1ccccc1NC(=O)NCCCN1CCCC1

Source: PubChem BioAssay
